# BoNT A protease = BoNT A light chain protease inhibition; multiplex microsphere protease substrate cleavage, flow cytometry; inhibition, % at 10 µM; hit rate 0.17% among 360,000; further: plate controls were buffer without enzyme for full effect and enzyme alone for no effect
# Vc quorum ag = quorum light induction in luxS cqsA deficient V. cholerae; V. cholerae BH1578 lux reporter, luminescence, 6 h; activation, % at 18.7 µM; hit rate 0.16% among 350,000; in the data active means activation mostly above about 9.7%, no sharp cut-off; inconclusive means no clear call, values can overlap the other calls; inactive means mostly below about 3.7%; further: not every result past the cut was called active; inactives centre near 0; reference of the scale not given here
# VHR inh abs = blocks human VHR1 dual specificity phosphatase; hit rate 0.52% among 290,000; inhibition, % at 13.3 µM; P51452; recombinant VHR phosphatase, pNPP absorbance; in the data active means inhibition above about 50%; further: some compounds called inactive have numbers as strong as hits
# Target sequence (P51452 whole entry, looked up): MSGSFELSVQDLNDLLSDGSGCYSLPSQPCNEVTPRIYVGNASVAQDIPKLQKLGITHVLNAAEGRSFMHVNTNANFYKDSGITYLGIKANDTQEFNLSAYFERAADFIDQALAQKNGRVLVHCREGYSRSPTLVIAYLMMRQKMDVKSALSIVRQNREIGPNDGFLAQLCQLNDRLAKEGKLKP
# TcdB GH inh = blocks C. difficile toxin B glycohydrolase activity | P18177 | TcdB glycohydrolase enzymatic assay, plate reader | inhibition, % at 9.99 µM | hit rate 0.24% among 350,000 | AID 652162; in the data active means inhibition above about 10%
# PfHsp40 rescue = rescue of PfHsp40-mediated yeast toxicity; S. cerevisiae expressing PfHsp40, growth rescue, ATP luminescence; growth rescue, % at 12.5 µM; hit rate 0.68% among 340,000; AID 504582; in the data active means growth rescue above about 28%, passing the limit was not always enough; inconclusive means no clear call, values can overlap the other calls;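 further: yeast W303a lacking pdr1 and pdr3 grown in galactose medium; growth measured after three days at 30 °C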
# 3CLpro inhibitor = SARS-CoV 3CLpro protease inhibition; hit rate 0.14% among 290,000; AID 1706; inhibition, % at 6 µM; recombinant SARS-CoV 3CLpro, quenched FRET peptide cleavage; in the data active means inhibition above about 12%
# CCHFV vOTU inh = blocks the CCHF virus ovarian tumor domain protease | CCHFV vOTU protease, Pep-AMC fluorescence | inhibition, % at 11.5 µM | hit rate 0.55% among 370,000 | AID 651958; in the data active means inhibition above about 30%; further: 0% = vehicle wells with enzyme and 100% = no enzyme wells
# PriA SSB inh = blocks PriA binding to SSB C-terminal tail | AlphaScreen SSBct-PriA binding, biotinylated peptide | hit rate 0.6% among 430,000 | inhibition, % at 33 µM; in the data active means inhibition mostly above about 37%, no sharp cut-off; inactive means mostly below about 20%;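 further: plate controls were negative control peptide for no effect and reference peptide for full effect; strong numbers were not always called active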
# Anthrax LF prot = anthrax lethal factor protease inhibition; multiplex microsphere protease cleavage assay, LF; inhibition, % at 10 µM; hit rate 0.12% among 360,000; further: plate controls were buffer without enzyme for full effect and enzyme alone for no effect
# Target sequence (P15917 whole entry, looked up): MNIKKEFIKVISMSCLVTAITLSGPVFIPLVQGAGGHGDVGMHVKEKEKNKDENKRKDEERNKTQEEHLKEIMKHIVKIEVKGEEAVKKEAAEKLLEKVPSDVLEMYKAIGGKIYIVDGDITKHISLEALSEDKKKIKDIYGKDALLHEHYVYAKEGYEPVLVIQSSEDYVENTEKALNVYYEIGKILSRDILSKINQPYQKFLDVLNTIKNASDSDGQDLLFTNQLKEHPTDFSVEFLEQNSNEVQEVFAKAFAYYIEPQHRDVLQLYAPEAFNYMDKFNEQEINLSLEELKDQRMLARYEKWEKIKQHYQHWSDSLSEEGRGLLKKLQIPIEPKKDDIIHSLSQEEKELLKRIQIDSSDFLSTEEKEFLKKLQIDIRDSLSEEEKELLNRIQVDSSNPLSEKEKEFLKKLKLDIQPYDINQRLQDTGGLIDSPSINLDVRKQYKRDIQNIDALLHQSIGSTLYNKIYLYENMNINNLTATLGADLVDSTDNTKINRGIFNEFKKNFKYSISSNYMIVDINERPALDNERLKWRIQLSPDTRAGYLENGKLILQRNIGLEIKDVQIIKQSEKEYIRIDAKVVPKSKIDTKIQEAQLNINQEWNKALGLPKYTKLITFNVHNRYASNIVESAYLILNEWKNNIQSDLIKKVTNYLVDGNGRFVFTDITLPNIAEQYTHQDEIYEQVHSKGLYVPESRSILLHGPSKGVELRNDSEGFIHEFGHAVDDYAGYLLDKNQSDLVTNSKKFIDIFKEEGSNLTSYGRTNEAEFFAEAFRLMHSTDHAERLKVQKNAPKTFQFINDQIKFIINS
# Yp Topo-I inh = inhibitors of Yersinia pestis topoisomerase I. Y. pestis Topo-I cleavage product accumulation, plate reader. activity, % at 10 µM. hit rate 0.064% among 360,000. AID 504884; in the data active means activity above about 50%, passing the limit was not always enough; inconclusive means no clear call, values can overlap the other calls; further: inactives centre near 2
# Numbers without * were called inactive; i = inactive; ? = inconclusive; . = no result given; & = joins results of further samples. Unless noted, no stated cut-off is given here; in the data, active means inhibition above about 30%; inconclusive means no clear call, values can overlap the other calls; inactive means below that. A portion of the library; the hit share may differ from the screen's.
SMILES,BoNT A protease,Vc quorum ag,VHR inh abs,TcdB GH inh,PfHsp40 rescue,3CLpro inhibitor,CCHFV vOTU inh,PriA SSB inh,Anthrax LF prot,Yp Topo-I inh
COc1ccc(NC(=S)N2N=CCC2c2ccccc2)cc1 (stereo unspecified),1.8,-2.1,6,.,-1.1,2,1,-7,-1,-12
Cc1nnc(SC(C)C(=O)Nc2ccc3ccccc3c2)n1C (stereo unspecified),0.2,i,.,0.4,-0.4,.,14,0,-6,1
Cc1c(Cl)cccc1NC(=S)N(Cc1ccco1)C(C)c1ccccn1 (stereo unspecified),0.1,-0.5,4,1.2,0.1,0,-10,-6,0,1
COc1ccc(-c2csc(/C=C/c3ccc4c(c3)OCO4)n2)cc1OC,0.9,-0.3,0,.,-2.0,2,-4,-13,-1,35
CCn1c(CC(=O)Nc2ccccc2C)nnc1SCC(=O)NC1CCCC1,-1.3,-0.5,15,-0.7,-0.9,0,-3,-22,-2,3
Cc1cc(C)n2c(Nc3ccc4c(c3)OCCO4)c(-c3ccccc3)nc2n1,2.9,-0.3,17,.,-1.1,-5,2,14,4,5
CCn1c(=O)c(C(=O)NC(C)C)c(O)c2ccccc21,?,2.1,-6,.,3.0,-2,0,-31,-7,5
COc1ccc2c(c1OC)CN1CCc3cc4c(cc3C1C2)OCO4 (stereo unspecified),0.6,0.5,14,1.0,0.0,0,5,-9,-2,1
COc1ccc(Nc2ncc(C#N)c(N)n2)c(OC)c1,-3.6,i,-1,1.0,66*,4,-1,-6,-10,-3
COc1ccccc1NC(=O)N[C@@H](Cc1c[nH]c2ccccc12)C(=O)NN,1.2,-0.5,31,-1.5,1.7,0,-4,0,0,2
COc1ccc(CC(C)N2CCN(Cc3ccccc3)CC2)cc1OC (stereo unspecified),-4.5,-0.7,-12,.,-1.2,0,.,0,0,2
COc1ccc2cc(C(=O)c3ccccc3)c(=O)oc2c1,0.3,i,32,.,0.5,-6,5,-4,-9,-8
OC(CNCCc1ccc(Cl)cc1)COCc1ccco1 (stereo unspecified),0.7,i,2,.,0.1,7,-1,9,0,-2
CCCCn1c(N)c(N(CC)C(=O)c2cccc(S(=O)(=O)N3CCCc4ccccc43)c2)c(=O)[nH]c1=O,1.6,-0.9,.,0.7,0.0,.,-9,-23,-2,-2
Cc1cc(C(=O)OCC(=O)NCc2ccc(F)cc2)c2ccccc2n1,-0.6,-4.6,.,0.4,0.9,.,-3,2,-4,4
CCCc1cc(=O)oc2c3c(cc(OCC(=O)NCc4ccncc4)c12)OC(C)(C)CC3,0.0,-0.3,-3,-1.4,-0.1,3,-167,1,-2,19
COc1ccccc1N1CCN(S(=O)(=O)CCNC(=O)c2ccc(Br)o2)CC1,-1.3,-0.3,29,0.7,-1.1,0,3,-10&-2&-8,-5,13
CC1CC1C(=O)OCC(=O)NC(=O)NCc1ccco1 (stereo unspecified),0.7,i,4,.,0.8,3,9,-7,5,1
CCOC(=O)C1(CCCc2ccccc2)CCN(C(=O)Cc2nonc2C)CC1,-0.8,i,18,0.2,1.6,-1,31*,-10,0,19
O=C(Cc1cccs1)N(c1ccc(Br)cc1)C1C=CS(=O)(=O)C1 (stereo unspecified),-0.2,-0.4,19,0.2,-1.0,-3,4,1&-5,1,7
CC1CN(S(=O)(=O)c2ccccc2)C(C)N1C(=O)N1CCOCC1 (stereo unspecified),-2.1,-1.2,6,1.6,-0.3,1,-6,-2,-5,-1
CCOc1ccc(Nc2ccc(C(=O)O)cc2[N+](=O)[O-])cc1,0.0,0.5,7,-7.9,0.3,-1,7,-1,-14,-5
O=C(O)c1ccc2c(c1)C(=O)N(c1ccc([N+](=O)[O-])cn1)C2=O,-3.7,8.2,-2,-1.8,-1.2,5,-3,-9,5,-2
O=C(CN(Cc1ccc2c(c1)OCO2)C(=O)CSc1nc2ccccc2o1)NC1CCCCC1,0.8,i,14,.,-0.2,0,-11,-16,3,12
COC(=O)C1=C(c2ccc(OCc3ccccc3)cc2)C[C@@H]2CC[C@H]1N2C(=O)NCc1ccccc1OC,0.0,-0.5,.,-0.4,.,.,6,.,2,42
O=C(NNC(=O)c1cccc(S(=O)(=O)N2CCc3ccccc32)c1)c1ccccc1,-1.3,i,-11,1.9,-0.4,2,-4,2,1,-4
COc1cc(S(C)=O)ccc1-c1nc2ncccc2[nH]1 (stereo unspecified),-0.4,i,.,3.3,-0.5,.,-27,-3,-6,1
COc1ccc(CN2C[C@H]3CCCN3c3cc(Br)ccc3S2(=O)=O)cc1,0.0,-2.0,.,.,1.1,.,.,4,2,29
O=C(CNC(=O)c1ccc(Br)o1)NCc1ccc(Cl)cc1Cl,2.3,-5.3,5,-2.6,52*,-5,-7,11,0,3
CC1C/C(=N\NC(=O)c2cccnc2)CC(C)(C)C1 (stereo unspecified),0.5,1.4,22,-7.5,-0.7,4,8,.,4,2

# A different layout for part of the listing above.
Compound	BoNT A protease	Vc quorum ag	VHR inh abs	TcdB GH inh	PfHsp40 rescue	3CLpro inhibitor	CCHFV vOTU inh	PriA SSB inh	Anthrax LF prot	Yp Topo-I inh
COc1ccccc1N1CCN(S(=O)(=O)CCNC(=O)c2ccc(Br)o2)CC1	-1.3	-0.3	29	0.7	-1.1	0	3	-10&-2&-8	-5	13
CC1CC1C(=O)OCC(=O)NC(=O)NCc1ccco1 (stereo unspecified)	0.7	i	4	.	0.8	3	9	-7	5	1
CCOC(=O)C1(CCCc2ccccc2)CCN(C(=O)Cc2nonc2C)CC1	-0.8	i	18	0.2	1.6	-1	31*	-10	0	19
O=C(Cc1cccs1)N(c1ccc(Br)cc1)C1C=CS(=O)(=O)C1 (stereo unspecified)	-0.2	-0.4	19	0.2	-1.0	-3	4	1&-5	1	7
CC1CN(S(=O)(=O)c2ccccc2)C(C)N1C(=O)N1CCOCC1 (stereo unspecified)	-2.1	-1.2	6	1.6	-0.3	1	-6	-2	-5	-1
CCOc1ccc(Nc2ccc(C(=O)O)cc2[N+](=O)[O-])cc1	0.0	0.5	7	-7.9	0.3	-1	7	-1	-14	-5
O=C(O)c1ccc2c(c1)C(=O)N(c1ccc([N+](=O)[O-])cn1)C2=O	-3.7	8.2	-2	-1.8	-1.2	5	-3	-9	5	-2
O=C(CN(Cc1ccc2c(c1)OCO2)C(=O)CSc1nc2ccccc2o1)NC1CCCCC1	0.8	i	14	.	-0.2	0	-11	-16	3	12
COC(=O)C1=C(c2ccc(OCc3ccccc3)cc2)C[C@@H]2CC[C@H]1N2C(=O)NCc1ccccc1OC	0.0	-0.5	.	-0.4	.	.	6	.	2	42
O=C(NNC(=O)c1cccc(S(=O)(=O)N2CCc3ccccc32)c1)c1ccccc1	-1.3	i	-11	1.9	-0.4	2	-4	2	1	-4
COc1cc(S(C)=O)ccc1-c1nc2ncccc2[nH]1 (stereo unspecified)	-0.4	i	.	3.3	-0.5	.	-27	-3	-6	1

# Additional records
SMILES,BoNT A protease,Vc quorum ag,VHR inh abs,TcdB GH inh,PfHsp40 rescue,3CLpro inhibitor,CCHFV vOTU inh,PriA SSB inh,Anthrax LF prot,Yp Topo-I inh
N#CC1=C(N)Oc2cc(O)ccc2C1c1ccc2c(c1)OCO2 (stereo unspecified),-0.1,i,23,1.3,-1.3,-5,-2,6,6,-7
O=C(/C(=N/N=C/c1ccc(O)c(O)c1)c1ccccc1)c1ccccc1,-0.2,-5.1,-45,-1.7,4.1,0,-6,.,-2,-21
CCSc1nc(-c2ccco2)ccc1C#N,1.7,-0.3,-15,.,0.5,11,12,-9,-5,-8
O=C(N/N=C\c1ccccc1)c1sccc1-n1cccc1,0.3,-0.5,9,.,-1.7,7,4,.,4,1
COC(=O)c1ccc2c(C)c(C(C)(C)O)[nH]c2c1,-2.3,i,20,0.7,0.6,-2,-162,-18,-8,-5
COc1ccc(NC(=O)CSCC(=O)Nc2ccc(C)c(S(=O)(=O)N3CCCCCC3)c2)cc1,-1.9,i,.,-3.5,-0.5,.,-2,0,-4,-2
COc1ccc(NC(=O)CSc2ncnc3c2nnn3-c2ccc(F)cc2)c(OC)c1,-0.2,i,22,5.3,-1.1,1,-7,-13,-4,-3
C[C@H](CO)N1C[C@H](C)[C@@H](CN(C)S(=O)(=O)c2ccccc2)Oc2c(NC(=O)Nc3ccccc3)cccc2C1=O,0.4,5.0,.,1.2&-0.7,0.6,.,4,0,-5,24
CC(=O)N1C(=O)C2(NCC(C)N2)c2ccccc21 (stereo unspecified),0.2,i,.,0.8,.,.,-5,.,-6,-3
Cc1cccc(C(=Cc2ccc([N+](=O)[O-])cc2)C(=O)O)c1,0.1,-0.2,.,3.1,.,.,18,.,1,3
CCOC(=O)c1c(-c2ccc(C)cc2C)csc1NC(=O)CSc1nnnn1C,-0.3,-0.5,-9,-4.6,-0.6,3,11,0,-5,-10
CCCCCn1c(N)c(C(=O)NCc2cccs2)c2nc3ccccc3nc21,.,.,17,.,.,0,0,-7,.,.
CC1CC(C)CN(S(=O)(=O)c2ccc(C(=O)NCc3ccco3)cc2)C1 (stereo unspecified),-0.1,i,0,1.2,0.0,1,3,-8,2,11
COc1cc(NC(=O)c2ccc3c(=O)n(Cc4ccco4)c(=S)[nH]c3c2)cc(OC)c1OC,-0.5,-6.2,-11,.,0.4,5,-1,10,-1,-5
NC(=O)c1ccc(NC(=O)COC(=O)C2(c3cccc(F)c3)CCCC2)cc1,0.3,i,17,0.6,1.1,-1,11,-13,2,-1
CC(CNC(=O)c1ccc(OC2CCN(Cc3ccccn3)CC2)cc1)Oc1cccnc1 (stereo unspecified),2.0,-0.1,4,-0.3,1.4,-1,-4,-1,5,8
COC(=O)CNS(=O)(=O)c1ccc(OC)cc1,-0.9,i,27,.,-1.0,-2,.,-2,0,9
CCOC(=O)N1CCN(C(=O)c2cccc(S(=O)(=O)Nc3ccc(OC)cc3)c2)CC1,2.2,i,.,0.6,0.0,.,17,4,-4,0
Cc1occc1-c1nnc(SCC(=O)N(C)c2ccccc2)o1,-2.9,i,.,1.3,-0.7,.,3,3,-1,2
C=CCOc1c(Br)cc(/C=N/NC(N)=O)cc1OC,0.0,i,2,3.6,-0.4,-1,3,.,0,-1
O=c1[nH]c2cc3c(cc2cc1CN(Cc1ccco1)C(=S)NCC1CCCO1)OCCO3 (stereo unspecified),-1.3,-0.3,30,4.4,-1.0,5,-16,4,1,26
O=C(CSc1nnc(CN2CCCCC2)n1-c1ccccc1)c1ccc2c(c1)OCO2,0.6,0.1,9,-1.1,-0.2,-5,-15,-6,0,5
N[C@H](CO)Cc1ccccc1,0.2,-0.7,.,0.9,-0.1,.,1,-15,4,-6
Nc1ccc2cc3[nH]c4cc(N)ccc4c3nc2c1,0.0,.,.,1.1,0.8,.,-68,-12,-109,-66
COc1ccc(C2Nc3ccccc3C(=O)N2c2ccccc2)cc1Cn1cc([N+](=O)[O-])cn1 (stereo unspecified),-0.7,i,4,1.1,1.0,-3,4,18,0,19
Cc1nc(/C=[N+](\[O-])C(C)(C)/C=N/O)n(O)c1C,0.1,-3.4,13,.,-0.4,-8,14,.,-2,-5
C#CCNC(=O)C1=C[C@@H](c2coc3ccccc3c2=O)C[C@@H](OCc2ccc(CO)cc2)O1,0.4,i,10,1.7&-1.1,-1.3,0,-5,-2,-1,4
CN1CCN(c2cc(N3CCc4ccccc4C3)c(F)cc2[N+](=O)[O-])CC1,-1.3,-0.3,3,.,-0.3,-1,20,41*,-4,-1
C/C(=C\c1ccccc1)CN1CCN(c2ccccc2)CC1,1.3,-0.2,-13,.,1.0,0,2,-26,-2,-10
Cc1ccc(S(=O)(=O)Nc2cccc(-c3ccc(N4CCCCCC4)nn3)c2)c(C)c1,-0.6,-0.2,28,0.6,2.6,5,12,-5,-1,31

# Source: PubChem (several laboratories)
